Source: PubChem BioAssay
PGC1a acetyl inh: inhibitors of PGC1a acetylation signal, primary screen, cell-based, U2OS, AlphaScreen, inhibitor mode; AlphaScreen anti-acetyl-lysine; with virally co-expressed GCN5 acetyltransferase; inhibition, % at 15.6 µM; 0.17% of 350,000 active;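 active = every replicate shows inhibition of at least 40%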;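 note: 0% = neutral control wells and 100% = positive control wells; some results beyond the cut were filed as inactive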
SIRT5 block: SIRT5 desuccinylase inhibitors, primary screen, biochemical, fluorescence imaging, single point, set 5; 1.1% of 330,000 active; NAD-dependent protein deacylase sirtuin-5, mitochondrial (Homo sapiens), Q9NXA8; Purified SirT5, succinyl-peptide AMC, trypsin-coupled fluorescence; inhibition, % at 15 µM; in the data active = inhibition above about 15%
Target sequence (Q9NXA8 whole entry, looked up): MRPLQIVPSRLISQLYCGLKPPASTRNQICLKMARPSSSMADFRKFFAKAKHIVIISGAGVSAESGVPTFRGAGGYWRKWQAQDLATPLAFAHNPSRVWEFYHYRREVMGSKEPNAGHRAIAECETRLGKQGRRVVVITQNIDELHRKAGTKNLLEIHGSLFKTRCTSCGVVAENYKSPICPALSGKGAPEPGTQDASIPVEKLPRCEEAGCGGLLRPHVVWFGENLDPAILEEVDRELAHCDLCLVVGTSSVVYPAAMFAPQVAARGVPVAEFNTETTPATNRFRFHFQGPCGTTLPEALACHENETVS
S100A4 MyoIIA: inhibitors of S100A4-myosin IIA peptide binding, primary screen, biochemical, fluorescence polarization, TAMRA-MyoIIA peptide. Protein S100-A4 (Homo sapiens), P26447. inhibition, % at 10.7 µM. 0.14% of 360,000 active. AID 652163, 2013;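 active = mean inhibition of at least 70% across replicates, with every replicate also reaching that level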
Target sequence (P26447 whole entry, looked up): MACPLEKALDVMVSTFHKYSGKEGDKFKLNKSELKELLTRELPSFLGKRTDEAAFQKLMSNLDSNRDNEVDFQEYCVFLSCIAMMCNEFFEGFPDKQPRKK
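Material: human S100A4 monomer with TAMRA-labelled myosin IIA peptide; buffer or medium: HEPES pH 7.2 with CaCl2, KCl, NaCl, DTT, Triton; compound dosing: one concentration per compound; schedule: 5 min incubation before reading; benchmarks: neutral control DMSO, positive control TFP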
C2C12 statin: suppressors of statin myotoxicity in C2C12 myotubes, primary screen, cell-based, single point, plate reader | rescue of ATP level, % at 7.49 µM | C2C12 myotubes + simvastatin, ATP luminescence, 48 h; scaled: DMSO 0, geranylgeraniol control 100 | AID 602340, 2012 | 0.78% of 330,000 active;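 active = mean ATP rescue above about 67%, or every replicate alone reaching that limit, limit read from the data, passing the limit was not always enough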;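 note: myotubes were challenged with 10 µM simvastatin during compound exposure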
LGR2 antag: inhibitors of bursicon-induced LGR2 CRE-luciferase signal, primary screen, cell-based, HEK293, CRE-luciferase reporter, bursicon stimulation; bursicon-stimulated, 4 h; inhibition, % at 9.99 µM; 0.35% of 380,000 active;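 active = drop in luminescence signal, shown as inhibition above about 50% in the replicate tests, limit read from the data, passing the limit was not always enough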;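 note: agonist challenge used bursicon conditioned medium at about half maximal strength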
Cneo AK release: Cryptococcus neoformans cell lysis inducers, primary screen, AK release luminescence, single concentration | lysis activity, % at 15 µM | 0.2% of 360,000 active | C. neoformans lysis, adenylate kinase release luminescence, 4 h; normalised: neutral wells 0, clomiphene wells 100 | AID 651654, 2012;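 active = mean lysis activity across replicates of at least 80%, whatever share of replicates individually reach that level; inactive = mean lysis activity below 80%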
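Material: C. neoformans cells | Amount: Yeast cell density of 5 × 10^6 cells/mL | Medium: Fresh YPD growth medium | Dosing: Single dose | Times: Static 4 h at 37 °C with compound, 1 h detection | Detection: AK luminescence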
ERAP1 inh: human ERAP1 aminopeptidase inhibitors, primary screen, biochemical, single point, plate reader. Endoplasmic reticulum aminopeptidase 1 (Homo sapiens), Q9NZ08. recombinant ERAP1, Leu-AMC fluorescence, 60 min. inhibition, % at 10.7 µM. 0.15% of 340,000 active. AID 652197, 2013;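 active = mean replicate inhibition of at least 30%, or all replicates individually reaching that 30% level; inactive = mean below 30% and not every replicate reaching it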;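 note: 0% = neutral control wells and 100% = L-leucinethiol positive control wells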
Xi reactivation: activators of inactive X chromosome reactivation, primary screen, imaging, XiGFP fibroblasts, GFP high-content imaging, set 2 | XiGFP mouse fibroblasts, % GFP-positive cells imaging, 3 d; cells co-treated with 5-aza-dC sensitizer; scaled so ellipticine positive control = 100% | activation, % at 7.58 µM | 0.055% of 360,000 active;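 active = mean normalized replicate activation at least 10% and every replicate at or above 10%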;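 note: 0% = median of on-plate neutral control wells and 100% = ellipticine 6 µM median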
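assay system = SV40-immortalized XiGFP fibroblast cells, line 68-5-11 | buffer or medium = DMEM plus 5-aza-dC sensitizer | doses = single-point pinned compound dosing | times = 3-day compound exposure, then 15 min fixation at room temperature | benchmarks = positive control ellipticine, 6 µM final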
The depositor's hits bear a star; . = no result given. Some of the compounds tested; count on the stated rates, not on these rows.

no.	SMILES	PGC1a acetyl inh	SIRT5 block	S100A4 MyoIIA	C2C12 statin
1	COc1cc(C(=O)NNC(=O)c2ccccc2Br)ccc1OCC(=O)N1CCOCC1	4.1	-4.6	-1.4	-2.0
2	C[C@H](CO)N1C[C@H](C)[C@H](CN(C)CC2CCCCC2)Oc2ccc(NC(=O)c3ccncc3)cc2C1=O	-1.0	.	-9.0	-19.1
3	Cn1c(=O)oc2cc(S(=O)(=O)N3CCCC3)ccc21	-3.8	-0.2	-1.5	-0.1
4	CC(CCc1ccccc1)NC(=O)CN1CCN(c2ccc(O)cc2)CC1 (configuration not stated)	1.8	-10.3	-0.4	-17.3
5	COc1cc(CN(CCc2c(C)[nH]c3ccc(C)cc23)C(=S)NC(C)(C)C)cc(OC)c1OC	-4.2	-2.5	-5.8	-20.8
6	Cc1ccc(S(=O)(=O)N(C)CC(=O)NCC(=O)Nc2ccc(F)c(F)c2F)cc1	.	-2.6	1.1	1.7
7	COc1ccc(/C=C2\SC(=O)N(CCNC(=O)Cc3coc4cc(OC)ccc34)C2=O)cc1	18.6	-21.9	-0.1	.
8	CCC(=O)N1[C@H](CO)[C@@H](c2ccccc2)C12CN(C(=O)Cc1ccccc1)C2	1.3	2.2	-6.5	.
9	CC(c1ccccc1)n1cnc2ccccc2c1=O (configuration not stated)	.	0.8	-8.5	25.3
10	Cc1ccc(C)c(Sc2ccc(NC(=O)CCl)cc2)c1	.	.	-0.1	.
11	COc1ccc2nc(N3C(=O)CC(Cc4ccc(Cl)cc4)C3=O)sc2c1 (configuration not stated)	-5.5	-2.2	3.3	11.1
12	COc1cc(OC)cc(C(=O)Nc2ccc(S(=O)(=O)Nc3cnc4ccccc4n3)cc2)c1	-2.1	-1.1	9.4	.

no.	LGR2 antag	Cneo AK release	ERAP1 inh	Xi reactivation
1	6.9	4.8	-2.0	0.0
2	14.3	0.6	0.7	-0.2
3	14.1	-0.8	0.1	-0.1
4	9.5	8.1	-1.0	0.2
5	6.6	0.0	3.1	0.4
6	4.3	0.0	-1.2	-0.2
7	.	-1.1	7.3	0.1
8	-9.4	.	-4.7	0.1
9	9.8	-1.4	-2.2	0.0
10	-21.1	.	0.5	0.0
11	4.5	0.6	5.4	.
12	4.3	-2.0	-6.8	0.0

Carrying on.
no.	SMILES	PGC1a acetyl inh	SIRT5 block	S100A4 MyoIIA	C2C12 statin
13	COc1cccc(C2C(C(N)=O)=C(C)Nc3nc(-c4ccccc4Cl)nn32)c1 (configuration not stated)	-8.3	-2.1	-0.1	32.5
14	CSc1ccc(C2C(C(=O)c3ccco3)=C(O)C(=O)N2c2nnc(SC)s2)cc1 (configuration not stated)	.	6.2	3.3	14.1
15	Cc1ccccc1C(=O)Nc1cccc(-c2cn3ccccc3n2)c1	-11.4	2.4	40.4	.
16	Cc1cc(OCCCN2CCC(C(O)(c3ccccc3)c3ccccc3)CC2)ccc1Br	.	0.6	4.4	.
17	Cc1ccc(S(=O)(=O)Nc2ccc(NC(=O)c3c(F)c(F)c(F)c(F)c3F)cc2)cc1	-11.4	0.5	-0.5	.
18	Cc1c(C(=O)NCC2CCCO2)oc2ccc(S(=O)(=O)N3CC(C)CC(C)C3)cc12 (configuration not stated)	-16.1	0.5	-6.5	-11.7
19	COc1ccc(/C(C)=N/NC(=O)c2ccncc2)cc1[N+](=O)[O-]	2.3	2.5	-0.8	0.9
20	COc1ccc(S(=O)(=O)N(CC(=O)NC2CC2)C2CCCCC2)cc1Cl	-6.6	.	.	9.7
21	CCN(C(=O)CSc1nc2ccc(C)cc2[nH]1)C1CCS(=O)(=O)C1 (configuration not stated)	.	-0.7	-2.3	-4.2
22	COCc1cc(N2CCN(C(=O)OC(C)(C)C)C[C@@H]2C)ccc1N1CCN(Cc2ccccc2)[C@H](C)C1	.	-1.9	-16.2	.
23	COC(=O)CCCCCN1C(=O)NC(c2ccccc2)C(C(=O)OCc2ccccc2)=C1C (configuration not stated)	.	.	1.5	-0.9
24	CC(CN1C(C)CCCC1C)OC(=O)c1ccc(Cl)cc1 (configuration not stated)	-17.4	-2.2	-8.6	.

no.	LGR2 antag	Cneo AK release	ERAP1 inh	Xi reactivation
13	-1.2	-2.6	1.8	0.2
14	-21.3	-1.0	3.6	0.2
15	-53.2	.	-1.1	0.0
16	3.2	.	1.3	-0.2
17	10.9	.	-1.6	0.4
18	4.7	1.4	-2.2	0.0
19	-3.7	0.8	-2.4	-0.1
20	-2.6	-0.8	.	.
21	-8.3	0.1	-1.3	-0.5
22	12.4	.	1.9	0.0
23	27.0	-4.6	-0.3	0.1
24	.	.	1.6	0.0

Part of the list above in order of length of the SMILES, rising.
no.	SMILES	PGC1a acetyl inh	SIRT5 block	S100A4 MyoIIA	C2C12 statin
24	CC(CN1C(C)CCCC1C)OC(=O)c1ccc(Cl)cc1 (configuration not stated)	-17.4	-2.2	-8.6	.
14	CSc1ccc(C2C(C(=O)c3ccco3)=C(O)C(=O)N2c2nnc(SC)s2)cc1 (configuration not stated)	.	6.2	3.3	14.1
17	Cc1ccc(S(=O)(=O)Nc2ccc(NC(=O)c3c(F)c(F)c(F)c(F)c3F)cc2)cc1	-11.4	0.5	-0.5	.

no.	LGR2 antag	Cneo AK release	ERAP1 inh	Xi reactivation
24	.	.	1.6	0.0
14	-21.3	-1.0	3.6	0.2
17	10.9	.	-1.6	0.4

Going on with the list.
no.	SMILES	PGC1a acetyl inh	SIRT5 block	S100A4 MyoIIA	C2C12 statin
25	CCOc1ccc(S(=O)(=O)Nc2ccc(C(=O)NCCCN3CCCC3=O)cc2)cc1	.	-1.9	3.2	7.4
26	CCCNC(=O)[C@H]1[C@H](CO)[C@H]2Cn3c(ccc(-c4ccccc4OC)c3=O)[C@@H]1N2C(=O)NCCC	.	-26.7	11.2	5.3
27	CCOC(=O)C1=C(COC(=O)/C=C/c2cccc(OC)c2OC)NC(=O)NC1C (configuration not stated)	6.1	-2.0	-0.6	.
28	O=c1oc(Cc2ccccc2)nc2ccccc12	-4.6	-6.0	-9.3	-1.4
29	CC(C)S(=O)(=O)c1csc(NC(=O)Nc2cc(Cl)ccc2Cl)c1Cl	-6.4	.	1.0	.
30	CC1=C(C(=O)N(C)C)CC(CC(=O)NCC2CCCCC2)C(=O)N1Cc1ccc(C(C)(C)C)cc1 (configuration not stated)	-12.0	6.6	-0.1	-6.4
31	O=C(O)c1ccc(S(=O)(=O)c2ccccc2C(=O)O)c([N+](=O)[O-])c1	-13.0	-3.0	-6.8	-13.8
32	N#C[C@@H]1[C@H](c2ccc(C#CC3CCCCC3)cc2)[C@H](CO)N1C(=O)Cc1ccccn1	3.3	-2.7	-5.9	8.7
33	CCOC(=O)C1=C(CN2CCN(C(=O)c3ccco3)CC2)NC(=O)NC1c1ccc(F)cc1 (configuration not stated)	-0.1	3.3	-4.4	-6.2
34	COc1ccc(CCNC(=O)C(=O)c2cn(CC(=O)N3CCOCC3)c3ccccc23)cc1	-1.7	-2.0	-2.2	-1.4
35	C[C@@H]1CN([C@H](C)CO)C(=O)c2cc(NC(=O)CCC(F)(F)F)ccc2O[C@@H]1CN(C)S(C)(=O)=O	22.2	-0.6	-0.6	-14.2
36	CCC(=O)N1CCN(c2cc(N3CCCC3)c(F)cc2[N+](=O)[O-])CC1	5.4	7.1	-0.1	-2.0

no.	LGR2 antag	Cneo AK release	ERAP1 inh	Xi reactivation
25	-0.3	.	-1.0	0.0
26	-11.7	-3.8	-1.4	0.0
27	-14.5	-1.3	0.3	0.1
28	4.2	-2.9	-2.6	0.0
29	12.3	.	.	0.0
30	1.7	-1.7	1.3	0.0
31	10.6	-0.8	0.7	0.1
32	9.4	-5.5	0.9	0.0
33	-1.1	-0.1	-6.0	0.5
34	3.1	0.0	-1.2	0.0
35	12.0	42.9	6.6	0.2
36	-6.4	-0.9	.	-0.1

Following part:
no.	SMILES	PGC1a acetyl inh	SIRT5 block	S100A4 MyoIIA	C2C12 statin
37	CC(C)CN1C(=O)/C(=C/c2ccco2)NC1=S	-10.0	.	-23.1	6.0
38	CC1CCCC(C)N1CC(O)COCc1ccccc1F (configuration not stated)	4.4	-3.3	1.5	0.6
39	C[C@H](CO)N1C[C@H](C)[C@@H](CN(C)Cc2ccccc2)Oc2ccc(NS(=O)(=O)c3ccc(F)cc3)cc2C1=O	-1.3	-1.4	-0.3	12.3
40	C=CCN(c1ccccc1OC)S(=O)(=O)c1cccc(C(=O)Nc2nnc(C3CC3)s2)c1	.	-1.9	-1.9	5.1
41	COCCCNC(=O)CN1CCN(Cc2ccc(Cl)cc2)C1=O	1.3	0.4	-1.2	5.7
42	CN(Cc1ccccc1)C(=O)[C@@H]1CCCN1C(=O)[C@@H]1CCCN1C(=O)c1c(F)cccc1F	.	-5.0	-1.0	.
43	CC(C)(C)NC(=O)C(c1ccc(C#N)cc1)n1c(=O)c(-c2ccco2)nc2ccccc21 (configuration not stated)	.	-6.5	36.4	.
44	O=C(O)c1ccc(/C=C2\COc3ccccc3C2=O)cc1	.	-2.4	-0.7	1.5
45	C[C@H]1CN([C@@H](C)CO)C(=O)Cc2cc(NS(=O)(=O)c3ccc(F)cc3)ccc2O[C@@H]1CN(C)S(=O)(=O)c1cccs1	1.2	-2.7	-0.3	26.5
46	COc1cccc(S(=O)(=O)Nc2ccc3c(c2)C(=O)N(C)C[C@@H](OC)[C@H](C)CN(Cc2ccccc2F)[C@@H](C)CO3)c1	1.1	.	-4.5	23.6

no.	LGR2 antag	Cneo AK release	ERAP1 inh	Xi reactivation
37	3.9	-3.3	-0.7	0.3
38	-1.5	-0.7	-2.4	0.3
39	3.0	-2.1	-3.3	-1.1
40	14.2	-0.7	-0.7	0.3
41	8.1	2.5	-1.6	-0.1
42	-2.4	.	.	0.2
43	-1.2	.	.	-0.1
44	29.4	.	-3.1	-0.1
45	4.6	56.2	1.0	-0.2
46	19.7	0.4	0.4	0.0
